# RMI FANCM FP: RMI-FANCM interaction inhibition; FP signal (polarization) at 33 µM; AID 1159607; 0.58% of 70,000 active; Fluorescence polarization, RMI core complex with F-MM2 peptide; stronger effect = lower value; in the data active means FP signal below about 40; further: inactives centre near 61; strong numbers were not always called active; unit not given here
# Starred values were filed as active, the others as inactive; & = joins results of further samples.
RMI FANCM FP,SMILES
63,O=C(Nc1ccccc1Cl)c1ccc(Br)cc1F
57,c1ccc(-c2cc(NCCCn3ccnc3)n3ncc(-c4ccccc4)c3n2)cc1
67,COc1ccc(C(=O)C2C(=O)N(c3ccccc3)N=C2C)c(OC)c1 (stereo not drawn)
70,O=C(Nc1nnc(-c2ccc(Cl)s2)o1)C1CC(=O)N(c2ccccc2)C1 (stereo not drawn)
62,O=S(=O)(c1ccc(Oc2ccccc2)nc1)N1CCCC1c1ccc(F)cc1 (stereo not drawn)
54,CSc1nc(N2CCCCC2)c2cnn(CCNC(=O)COc3ccccc3F)c2n1
69,O=C1CSCC(=O)N1
62,Nc1nc(-c2cc3c(cc2Cl)OCCO3)cs1
73,COc1ccc2nc(-c3ccc(NC(=O)Nc4cccs4)cc3)cn2n1
54&47,Cc1nc(-c2cccnc2)cs1
59,COc1cc(OC)cc(-c2noc(CCn3c(=O)[nH]c4ccccc4c3=O)n2)c1
57,CC(=O)C(C)(C)OC(=O)NCc1ccccn1
64,CCNC(=O)C1CCCc2sc(NC(=O)c3ccccc3)nc21 (stereo not drawn)
68,Cc1ccccc1CN1CC(=O)N(Cc2cccc(F)c2)c2ccccc2S1(=O)=O
65&51,COc1cc2c(cc1OC)Cc1cc(OC)c(OC)cc1Cc1cc(OC)c(OC)cc1C2
55,O=C(O)C(O)C(O)c1nc2ccccc2[nH]1 (stereo not drawn)
54,CCOC(=O)CNC(=O)CSC1=NS(=O)(=O)c2cc(Cl)ccc2N1
52,CC(=O)Nc1ccc(C)c(N=Cc2ccc(Cl)c(Cl)c2)c1
71,N#Cc1ccccc1NC(=O)C(=O)NCC1CCN(Cc2cccs2)CC1
59,Cc1ccc(NC(=O)CSC2=NCCN2)cc1
56,COc1ccc(C(=O)N2CCN(CCCc3c[nH]c4ccc(F)cc34)CC2)cc1
57,Cn1c(NC(=O)c2cc(Cl)ccc2[N+](=O)[O-])cc(=O)n(C)c1=O
64,COc1ccc(C2C(C#N)=C(N)Oc3cc(C)n(Cc4cccs4)c(=O)c32)c(OC)c1OC (stereo not drawn)
68,CC(C)C(=O)N1CC(=O)Nc2ccccc21
63,COc1ccc(S(=O)(=O)Nc2ccc3c(c2)CCC(=O)N3C)c(C)c1
53,CCOC(=O)C1=NN(c2ccccc2)C(=C2C(=O)c3ccccc3C2=O)C1c1cccs1 (stereo not drawn)
79,OC(COc1ccc(Br)cc1)CN1CCC(Cc2ccccc2)CC1 (stereo not drawn)
67,Nc1ccc2c(c1)N(S(=O)(=O)c1cccs1)CCC2
64,COc1ccccc1CCNC(=O)CCc1csc(NC(=O)NC2CCCCC2)n1
63,COc1cccc(CNC(=O)c2csc(Nc3ccccc3)n2)c1
57,Cc1c(NS(=O)(=O)c2ccc(S(=O)(=O)c3ccccc3)s2)c(=O)n(-c2ccccc2)n1C
65,O=C(Nc1ccccc1Cl)c1csc2c1CCCC2
62,COc1ccc(OC)c(C(=O)Nc2ccc3nc(N4CCN(C)CC4)sc3c2)c1
94,C#CCn1c(=NC(=O)c2ccnn2C)sc2c(OC)ccc(OC)c21
72,CCOc1ccc(S(=O)(=O)Nc2ccc3c(c2)N(C(=O)c2ccccc2)CCC3)cc1F
67,CC1=N/C(=C\c2ccc(Cl)cc2)C(=O)O1
55,Cc1nn(CC(=O)NCC2CCCO2)c(=O)c2c1cnn2-c1ccccc1 (stereo not drawn)
68,Cc1cc(=O)n2c(-c3ccc(NC(=O)C(C)Oc4ccc5c(c4)OCO5)cc3)csc2n1 (stereo not drawn)
58,COc1ccc(CCNC(=O)CSc2nc3ccccc3c(=O)n2CC2COc3ccccc3O2)cc1OC (stereo not drawn)
71,O=C(c1cccc(NS(=O)(=O)c2ccccc2F)c1)N1CCCCCC1
61,COC(=O)c1ccc(NC(=O)CCc2c(C)nn(-c3nc(C)cc(=O)[nH]3)c2C)cc1
55,N#Cc1c(-c2ccccc2)cc(-c2ccccc2)cc1-c1ccccc1
63,COc1ccc(-c2cc(=O)c3c(OC)c(OC)c(OC)c(OC)c3o2)cc1OC
60,O=C(NCCOC(=O)c1ccc([N+](=O)[O-])cc1)c1cccnc1
68,O=C(CCC1CCCC1)NCCn1ncc2c(=O)n(Cc3ccccc3F)cnc21
162,Cc1ccc(C2CC(CCc3c[nH]c4ccccc34)=NN2c2ccccc2)cc1 (stereo not drawn)
54,O/N=C1\c2ccccc2CCC1Cn1ccnc1 (stereo not drawn)
70,CCN(c1ccccc1)C1SC(=O)N(CCN2C(=O)S/C(=C/c3ccccc3)C2=O)C1=O (stereo not drawn)
80,CSc1cccc(NC(=O)CSc2ncc(S(=O)(=O)c3cccs3)c(N)n2)c1
59,N#Cc1c(N)nc2[nH]c(=S)[nH]c(=O)c2c1-c1ccc([N+](=O)[O-])cc1

# Next entries
RMI FANCM FP,SMILES
65,CCc1nnc2ccc(N3CCN(C(=O)Nc4cc(F)ccc4F)CC3)nn12
61,N#CSC1C=CS(=O)(=O)C1 (stereo not drawn)
63,Cc1ccc(S(=O)(=O)Nc2cccc(-c3ccc4nnc(-c5ccncc5)n4n3)c2)s1
69,COc1cccc(-c2cc(C(=O)O)c3c(C)nn(C4CCS(=O)(=O)C4)c3n2)c1 (stereo not drawn)
65,CC(C)C(=O)Nc1ccc(SCC(=O)O)nn1
52,CNC(=S)N/N=C\c1ccc(N(C)CCC#N)cc1
64,Cc1ccc(OCC(=O)NCCN2CCN(c3ccccc3)CC2)cc1
69,CN(C1CC1)S(=O)(=O)c1ccc(C(=O)Nc2nnc(Cc3cccs3)o2)cc1
53,COc1ccc(NC(=O)C2CC(C)=C(C)CC2C(=O)O)c(N2CCOCC2)n1 (stereo not drawn)
75,COc1ccc(CNc2nc(=S)[nH]c3ccccc23)cc1
56,Cc1ccccc1C(=O)N1CCN(c2ncnc3c2nnn3-c2cccc(F)c2)CC1
71,COc1cc(OC)cc(-c2noc(-c3cc(-c4cc(C)ccc4C)n[nH]3)n2)c1
60,Brc1ccc(Cn2c(-c3ccc(Br)o3)nc3ccccc32)o1
71,COc1cc2ncnc(SCC(=O)c3ccccn3)c2cc1OC
66,CCCCOc1ccc(C(=O)OCCN2C(=O)C3C4c5ccccc5C(c5ccccc54)C3C2=O)cc1 (stereo not drawn)
56,CCOC(=O)c1oc2ccc(NC(=O)C3CCCCC3)cc2c1C
55,COC(=O)c1ccc(C(=O)OC)c(NC(=O)CN2C(=O)c3ccccc3S2(=O)=O)c1
56,Cc1cc([N+](=O)[O-])ccc1S(=O)(=O)NNC(=O)COc1ccc(C)c2c1CCC2
71,Cc1ccc(Cl)cc1S(=O)(=O)Nc1ccc2c(c1)N(C(=O)c1cccs1)CC2
65,CSc1cccc(NC(=O)C(=O)NCCc2ccccc2)c1

# Sorted by length of the SMILES (ascending): some entries from above.
RMI FANCM FP,SMILES
61,N#CSC1C=CS(=O)(=O)C1 (stereo not drawn)
54,O/N=C1\c2ccccc2CCC1Cn1ccnc1 (stereo not drawn)
68,CC(C)C(=O)N1CC(=O)Nc2ccccc21
57,CC(=O)C(C)(C)OC(=O)NCc1ccccn1
55,O=C(O)C(O)C(O)c1nc2ccccc2[nH]1 (stereo not drawn)
71,COc1cc2ncnc(SCC(=O)c3ccccn3)c2cc1OC
63,COc1cccc(CNC(=O)c2csc(Nc3ccccc3)n2)c1
79,OC(COc1ccc(Br)cc1)CN1CCC(Cc2ccccc2)CC1 (stereo not drawn)
63,COc1ccc(S(=O)(=O)Nc2ccc3c(c2)CCC(=O)N3C)c(C)c1
57,c1ccc(-c2cc(NCCCn3ccnc3)n3ncc(-c4ccccc4)c3n2)cc1
68,Cc1ccccc1CN1CC(=O)N(Cc2cccc(F)c2)c2ccccc2S1(=O)=O
69,CN(C1CC1)S(=O)(=O)c1ccc(C(=O)Nc2nnc(Cc3cccs3)o2)cc1
71,COc1cc(OC)cc(-c2noc(-c3cc(-c4cc(C)ccc4C)n[nH]3)n2)c1
69,COc1cccc(-c2cc(C(=O)O)c3c(C)nn(C4CCS(=O)(=O)C4)c3n2)c1 (stereo not drawn)
53,CCOC(=O)C1=NN(c2ccccc2)C(=C2C(=O)c3ccccc3C2=O)C1c1cccs1 (stereo not drawn)
68,Cc1cc(=O)n2c(-c3ccc(NC(=O)C(C)Oc4ccc5c(c4)OCO5)cc3)csc2n1 (stereo not drawn)
66,CCCCOc1ccc(C(=O)OCCN2C(=O)C3C4c5ccccc5C(c5ccccc54)C3C2=O)cc1 (stereo not drawn)

# (continued)
RMI FANCM FP,SMILES
62,COc1coc(C(=O)Nc2nccs2)cc1=O
55,Cc1cccc(-c2noc(NC(=O)O/N=C\c3ccccc3)n2)c1
57,N#Cc1c(N)sc2c1CCCCC2
64,Cc1cc(NC(=O)c2ccc(COc3ccccc3Cl)o2)no1
55,Cc1ccc(OCCOCC(O)CN2CCN(c3ccc(F)cc3)CC2)cc1C (stereo not drawn)
54,CCc1ccc(C(=O)NNc2ccc(Cl)cc2)cc1
85,O=C(Cn1cnc(-c2ccc(F)cc2)cc1=O)NCc1ccc(F)cc1
69,CN(C)c1ccc(C(CNC(=O)C(=O)NCCC2=CCCCC2)N2CCCC2)cc1 (stereo not drawn)
78,O=C(CN1CCN(c2ccccc2)CC1)Nc1scc2c1c(=O)oc1ccccc12
61,CC(=O)Oc1ccc2c(=O)c(C(C)=O)c(C)oc2c1
61,CC(C)(C)C(=O)Nc1ncccc1/C=C1\C(=O)Nc2ccccc21
61,CSC1=NCCN1C(=O)c1ccc(C)c([N+](=O)[O-])c1
54,CSc1cccc(N2C(=O)NC3CC2(C)Oc2ccccc23)c1 (stereo not drawn)
81,COc1ccc(OC)c(NC(=O)c2oc3ccccc3c2NC(=O)c2ccc(Cl)cc2Cl)c1
59,CCOc1ccc(C(C)C)cc1S(=O)(=O)n1cnc2ccccc21
44,CSc1cc(-c2ccccn2)nc(C(C)(C)C)c1
56,COc1cccc(C(=O)N=c2sc3cc([N+](=O)[O-])ccc3n2C)c1OC
59,Cc1ccc(/C=C2\SC(=S)N(CCCCCC(=O)N(Cc3ccccc3)C(C)(C)C)C2=O)cc1
53&53,C[C@@H]1NC(=O)NC1=O
64,Cc1ccc(S(=O)(=O)N2CCC(c3nnc(-c4ccco4)s3)CC2)cc1
62,COc1cccc2cc(S(=O)(=O)c3ccc(C)c(Cl)c3)c(=O)oc12
58,COc1ccc2c(c1)OC[C@@H](Cc1ccc(OC)c(OC)c1)[C@H]2O
57,CC(=O)c1ccc(NC(=O)CSc2nnc(-c3ccco3)n2C)cc1
60,COc1ccc(CCN(C)CCc2ccc(OC)c(OC)c2)cc1OC
61,Cc1ccc(-c2nc(N=CNOC(=O)c3ccc([N+](=O)[O-])cc3)sc2C)cc1Cl
59,O=CC(C=O)=C1Sc2ccccc2N1Cc1ccccc1
68,COc1ccccc1C(=O)NCC(c1ccsc1)N1CCOCC1 (stereo not drawn)
62,Cc1c(-n2c(-c3ccccc3)csc2=NC(=O)c2ccccc2)c(=O)n(-c2ccccc2)n1C
67,O=C(CCC1CCCC1)Nc1ccc2c(c1)C(=O)NCCO2
54,Cc1nc(N)nc(N/N=C\c2ccccc2O)n1
63,CN(C)n1cccc1/C=C(\C#N)C(=O)c1cccc(C(F)(F)F)c1
60,CNC(=O)c1ccsc1NC(=O)c1cc([N+](=O)[O-])cc([N+](=O)[O-])c1
64,COc1c(O)cc2c(-c3ccccc3)cc(=O)oc2c1OC
62,O=C(c1ccc(C(=O)N2CCCCCC2)cc1)N1CCCCCC1
63,CCN(CC)S(=O)(=O)c1ccc(NC(=O)c2oc3c(c2C)C(=O)CC(C)(C)C3)cc1
70,O=S(=O)(Cc1ccccc1)N1CCN(Cc2nc(-c3ccccc3)cs2)CC1
66,O=C(CCCn1nc(-c2ccco2)ccc1=O)Nc1ccccc1C(F)(F)F
70,CSc1cccc(NC(=O)C(=O)NCCN2CCN(c3ccccc3)CC2)c1
54,N#Cc1cc(Cl)ccc1N=Cc1cccc([N+](=O)[O-])c1
62,O=C1CCC(=O)N1CN1CCCc2ccccc21
63,COc1cccc(NC(=O)c2c(O)c3ccccc3n(-c3ccccc3)c2=O)c1
111,COCCn1c(=NC(=O)CCS(=O)(=O)c2ccccc2)sc2c(OC)ccc(OC)c21
56,COc1cc(C)c(C)cc1S(=O)(=O)NCCc1sc(-c2ccc(Cl)cc2)nc1C
57,Cc1cc(C(=O)NCc2ccc3c(c2)OCCCO3)nn1C
69,O=C(CC1CCCCN1S(=O)(=O)c1ccccc1)NCc1ccc(Cl)cc1 (stereo not drawn)
70,COc1cccc(-c2nnc3ccc(OCCNC(=O)Nc4cccs4)nn23)c1
60,Cc1[nH]c(=O)n(C)c(=O)c1CCC(=O)Nc1cccc(F)c1
76,CCOc1ccc(-n2ccn3c(=O)n(Cc4c(F)cccc4Cl)nc3c2=O)cc1
67,COc1ccc(Cc2nnc(N)o2)cc1
56,CCOc1ccc(-n2nnnc2CNC(=O)NCc2cccc3ccccc23)cc1

# (list continues)
RMI FANCM FP,SMILES
59,OC1c2ccnn2[C@@H](O)c2ccnn21 (stereo partly drawn)
54,Cc1ccc(-c2nnc(Nc3ccc(C)c(C)c3)[nH]c2=O)cc1
62,COc1ccccc1NC(=O)N1CCC(c2nnc(-c3ccco3)s2)CC1
65,O=C(NCc1ccccc1)Nc1nccs1
65,CC(=O)Nc1ccc(SCc2cccc(Cl)c2)nn1
61,Cc1ccc(S(=O)(=O)Nc2ccccc2C(=O)N2CCN(c3nc4c(C)c(C)ccc4s3)CC2)cc1
57,N#Cc1cncc(C#Cc2ccccc2)c1
67,COc1cccc2cc(C(=O)Nc3cc(C)nn3C(C)C)oc12
61,Nc1cc(C(F)(F)F)ccc1S(=O)(=O)O
56,COc1ccc(S(=O)(=O)N2CCN(c3cc(OC(C)C)nc(C)n3)CC2)c(C)c1C
60,COc1ccc(Nc2cc(C)ncn2)cc1
52,Cc1ccc(S(=O)(=O)c2nc(S(C)(=O)=O)sc2NC2CCS(=O)(=O)C2)cc1 (stereo not drawn)
52,Cn1c(=O)c(-c2nc(C(C)(C)C)cs2)cn(-c2ccccc2)c1=O
61,C#CC(C)(CC)OCC(O)CN1CCN(Cc2ccc3c(c2)OCO3)CC1 (stereo not drawn)
58,CCOc1ccc(N2CC(NC(=O)Nc3ccc(OC(F)(F)F)cc3)CC2=O)cc1 (stereo not drawn)

# Screens from PubChem BioAssay.

# Not all compounds are listed; the hit share may differ from the screen's.
